MsrA inhibitor = inhibits bovine methionine sulfoxide reductase A; purified bovine MsrA, absorbance read-out; inhibition, % at 15.5 µM; 360,000 tested, 0.75% active; AID 651718; in the data active means inhibition above about 4.5%;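 further: 0% = vehicle wells with enzyme and 100% = reference inhibitor wells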
Tb MetRS inh = Trypanosoma brucei MetRS inhibition | purified T. brucei MetRS, ATP depletion, Kinase-Glo luminescence | inhibition, % at 11.9 µM | 360,000 tested, 0.4% active;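 active means inhibition above a per-plate cutoff of the control wells' mean inhibition plus 3 SD, cut at about 5.5% in these data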;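 further: 0% = DMSO wells median and 100% = median of wells with control inhibitor compound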
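Dosing: 11.9 µM single point; system: parasite MetRS enzyme; technique: luminescence of leftover ATP; times: 15 min enzyme-compound preincubation, 2 h reaction, 10 min detection, 25 °C; replicates: each compound tested once; read-out basis: percent inhibition relative to median high and low control wells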
NRP1-CendR mod = modulators of CendR peptide binding to human neuropilin-1; FAM-RPARPAR peptide binding to NRP-1, fluorescence polarization; inhibition, % at 25 µM; 360,000 tested, 0.85% active; AID 602438;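 active means inhibition or corrected inhibition above about 18%, plus a signal ratio from 0.5 to 1.5, limit read from the data, passing the limit was not always enough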; further: strong numbers were not always called active
PABP1 MLLE inh = inhibitors of microRNA-mediated deadenylation, human PABP1 MLLE binding; inhibition, % at 20 µM; AID 588489; 360,000 tested, 0.36% active; P11940; GST-MLLE / FITC-PAM2 fluorescence polarization; in the data active means inhibition above about 35%, passing the limit was not always enough;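 further: plate controls were DMSO wells with GST-MLLE for no effect and wells lacking GST-MLLE protein for full effect; some results filed as inactive read as strong as hits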
bovine MsrA act = bovine methionine sulfoxide reductase A activation; activation, % at 10.6 µM; AID 602163; 360,000 tested, 0.3% active; purified bovine MsrA, absorbance read-out; in the data active means activation above about 7.5%;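 further: 0% = vehicle and 100% = reference activator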
FAS-TE inh = inhibitors of human fatty acid synthase thioesterase domain; recombinant FAS-TE, OMFH fluorogenic substrate, fluorescence endpoint; inhibition, % at 15 µM; 360,000 tested, 0.67% active; AID 602261;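 active means compounds whose normalised, plate-corrected inhibition of enzyme fluorescence in the single-dose primary screen is 50% or more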;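 further: 0% = DMSO with enzyme and 100% = substrate without enzyme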
Target sequence (P49327 whole entry, looked up, the tested form may be a part): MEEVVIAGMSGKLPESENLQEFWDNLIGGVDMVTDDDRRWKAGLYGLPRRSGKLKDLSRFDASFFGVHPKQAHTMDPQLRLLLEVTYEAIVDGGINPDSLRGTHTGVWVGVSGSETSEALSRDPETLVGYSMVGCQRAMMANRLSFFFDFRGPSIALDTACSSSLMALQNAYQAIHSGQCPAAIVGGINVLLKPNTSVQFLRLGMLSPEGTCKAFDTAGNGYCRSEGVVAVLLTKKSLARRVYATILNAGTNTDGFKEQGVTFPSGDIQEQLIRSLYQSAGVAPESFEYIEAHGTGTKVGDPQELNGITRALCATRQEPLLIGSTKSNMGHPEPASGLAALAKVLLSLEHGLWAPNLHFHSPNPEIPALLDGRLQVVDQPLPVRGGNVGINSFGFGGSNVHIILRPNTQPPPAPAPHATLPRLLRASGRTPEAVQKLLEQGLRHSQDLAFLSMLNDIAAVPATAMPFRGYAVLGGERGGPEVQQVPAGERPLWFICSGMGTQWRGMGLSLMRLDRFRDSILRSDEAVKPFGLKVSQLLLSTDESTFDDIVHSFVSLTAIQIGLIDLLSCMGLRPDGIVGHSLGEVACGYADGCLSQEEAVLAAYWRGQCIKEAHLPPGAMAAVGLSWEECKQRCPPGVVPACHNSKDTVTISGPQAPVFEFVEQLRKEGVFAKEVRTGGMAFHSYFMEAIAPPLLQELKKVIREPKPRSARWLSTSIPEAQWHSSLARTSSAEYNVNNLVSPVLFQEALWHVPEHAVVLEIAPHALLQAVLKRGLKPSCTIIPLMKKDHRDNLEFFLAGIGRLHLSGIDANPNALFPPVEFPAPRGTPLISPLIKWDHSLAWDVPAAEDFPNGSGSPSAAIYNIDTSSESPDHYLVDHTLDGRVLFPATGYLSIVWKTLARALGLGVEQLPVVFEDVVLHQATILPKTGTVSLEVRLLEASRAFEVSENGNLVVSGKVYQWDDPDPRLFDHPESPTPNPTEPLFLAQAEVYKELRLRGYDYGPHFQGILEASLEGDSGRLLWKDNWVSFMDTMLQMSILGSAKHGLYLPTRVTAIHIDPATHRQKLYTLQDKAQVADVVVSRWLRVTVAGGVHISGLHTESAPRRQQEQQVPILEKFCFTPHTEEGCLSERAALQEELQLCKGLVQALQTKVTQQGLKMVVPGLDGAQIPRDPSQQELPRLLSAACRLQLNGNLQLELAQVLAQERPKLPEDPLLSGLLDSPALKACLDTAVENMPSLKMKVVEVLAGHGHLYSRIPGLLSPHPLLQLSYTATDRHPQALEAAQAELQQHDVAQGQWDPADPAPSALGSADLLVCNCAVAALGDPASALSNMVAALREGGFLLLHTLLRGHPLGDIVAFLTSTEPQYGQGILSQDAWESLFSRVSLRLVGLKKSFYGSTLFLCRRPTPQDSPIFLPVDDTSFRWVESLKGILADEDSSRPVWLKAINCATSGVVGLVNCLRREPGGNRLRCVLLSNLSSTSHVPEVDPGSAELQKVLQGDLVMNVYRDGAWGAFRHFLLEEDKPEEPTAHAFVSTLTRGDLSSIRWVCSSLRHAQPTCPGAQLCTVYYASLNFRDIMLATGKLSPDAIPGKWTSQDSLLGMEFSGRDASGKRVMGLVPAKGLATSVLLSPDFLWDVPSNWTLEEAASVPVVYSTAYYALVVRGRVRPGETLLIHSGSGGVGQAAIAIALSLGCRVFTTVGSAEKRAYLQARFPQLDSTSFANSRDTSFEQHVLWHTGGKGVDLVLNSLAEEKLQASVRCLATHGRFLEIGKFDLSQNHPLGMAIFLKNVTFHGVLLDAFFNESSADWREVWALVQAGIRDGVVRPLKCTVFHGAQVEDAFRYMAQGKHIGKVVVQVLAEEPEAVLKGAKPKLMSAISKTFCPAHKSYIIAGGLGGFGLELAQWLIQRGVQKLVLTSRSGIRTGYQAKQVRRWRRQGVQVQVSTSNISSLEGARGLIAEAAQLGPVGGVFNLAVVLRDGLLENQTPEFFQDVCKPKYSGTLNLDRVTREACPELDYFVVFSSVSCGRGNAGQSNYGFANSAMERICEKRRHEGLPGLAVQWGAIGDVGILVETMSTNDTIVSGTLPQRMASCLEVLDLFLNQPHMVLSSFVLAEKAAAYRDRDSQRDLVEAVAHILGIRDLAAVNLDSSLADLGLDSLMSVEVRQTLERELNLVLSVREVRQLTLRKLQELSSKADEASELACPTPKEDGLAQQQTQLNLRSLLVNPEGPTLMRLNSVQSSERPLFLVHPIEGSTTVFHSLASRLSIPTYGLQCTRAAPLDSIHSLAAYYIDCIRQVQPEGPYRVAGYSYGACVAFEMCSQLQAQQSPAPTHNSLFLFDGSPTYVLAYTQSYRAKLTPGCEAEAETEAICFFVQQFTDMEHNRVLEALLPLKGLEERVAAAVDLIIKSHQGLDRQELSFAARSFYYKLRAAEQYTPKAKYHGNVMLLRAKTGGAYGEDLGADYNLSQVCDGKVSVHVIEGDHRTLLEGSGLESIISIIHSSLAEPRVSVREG
eLon inh = E. coli protease La inhibition. P0A9M0. purified E. coli Lon protease, fluorescence polarization. inhibition, % at 7.94 µM. 360,000 tested, 0.42% active; in the data active means inhibition above about 13%, passing the limit was not always enough;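 further: 0% = enzyme with probe and DMSO and 100% = no enzyme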
SKN-1 inh = blocks SKN-1 activity in C. elegans | C. elegans VP596 Pgst-4::GFP/RFP ratio, acrylamide-induced, 24 h | inhibition, % at 21.8 µM | 360,000 tested, 0.49% active;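 active means interference check ratio from 0.5 to 1.5 plus GFP to RFP signal ratio inhibition reaching or exceeding a fixed threshold, cut at about 30% in these data, passing the limit was not always enough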; further: some compounds called inactive have numbers as strong as hits
MT1-MMP act inh = blocks activation of human MT1-MMP. HT1080 RFP-PRO-GFP cells, GFP/RFP ratio fluorescence, overnight; percent of plate control window, DMSO zero. GFP/RFP ratio change, % at 20 µM. 360,000 tested, 0.061% active. AID 651647;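 active means GFP/RFP ratio change of at least 30% with cell ATP level not reduced by more than half and red fluorescence within 50% of control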; further: strong numbers were not always called active
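Assay system: HT1080 RFP-PRO-GFP cells | Dosing: 20 µM single dose, 1% DMSO | Incubation: Cells overnight before dosing, compound overnight, 37 °C, 5% CO2 | Evaluation: GFP/RFP fluorescence ratio | Control set: DMSO-only wells and HT1080 RFP-L50D-GFP cell wells as references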
* marks the source's active call; other numbers are inactive results. Rows are unselected (roughly 4% active in at least one column).

Sample of the layout, 2 compounds:
Screening COc1cc(/C=C/C(=O)O)cc(S(=O)(=O)Nc2cc(Cl)c(Cl)cc2Cl)c1OC returned MsrA inhibitor 0.1, Tb MetRS inh 0.5, NRP1-CendR mod -26, PABP1 MLLE inh -3, bovine MsrA act -4, FAS-TE inh 5, eLon inh -2, SKN-1 inh 21 and MT1-MMP act inh -8.
Screening O=C(CCC1CCCCC1)NCc1ccncc1 returned MsrA inhibitor 1.4, Tb MetRS inh 0.3, NRP1-CendR mod -4, PABP1 MLLE inh 5, bovine MsrA act -1, FAS-TE inh -6, eLon inh 1, SKN-1 inh -1 and MT1-MMP act inh 2.

Results, from the first entry:
Screening COc1cc(/C=C/C(=O)O)cc(S(=O)(=O)Nc2cc(Cl)c(Cl)cc2Cl)c1OC returned MsrA inhibitor 0.1, Tb MetRS inh 0.5, NRP1-CendR mod -26, PABP1 MLLE inh -3, bovine MsrA act -4, FAS-TE inh 5, eLon inh -2, SKN-1 inh 21 and MT1-MMP act inh -8.
Screening O=C(CCC1CCCCC1)NCc1ccncc1 returned MsrA inhibitor 1.4, Tb MetRS inh 0.3, NRP1-CendR mod -4, PABP1 MLLE inh 5, bovine MsrA act -1, FAS-TE inh -6, eLon inh 1, SKN-1 inh -1 and MT1-MMP act inh 2.
Screening Cc1cccc(Nc2cnn(C34CC5CC(CC(CC(=O)O)(C5)C3)C4)c(=O)c2Cl)c1 returned MsrA inhibitor 2.9, Tb MetRS inh -1.0, NRP1-CendR mod 0, PABP1 MLLE inh 5, bovine MsrA act -5, FAS-TE inh -8, eLon inh 0, SKN-1 inh 3 and MT1-MMP act inh 2.
Screening N#C/C(=C/c1ccc(N2CCOCC2)o1)c1nc2ccccc2[nH]1 returned MsrA inhibitor 0.7, Tb MetRS inh 1.7, NRP1-CendR mod 134, PABP1 MLLE inh inactive, bovine MsrA act -1, FAS-TE inh -225, eLon inh inactive, SKN-1 inh 39 and MT1-MMP act inh -91.
O=C(CSc1nnc(COc2ccccc2)n1-c1ccccc1)c1ccccc1 was read as MsrA inhibitor -0.6, Tb MetRS inh -0.3, NRP1-CendR mod 9, PABP1 MLLE inh -104, bovine MsrA act -1, FAS-TE inh 12, eLon inh -4, SKN-1 inh 4 and MT1-MMP act inh 4.
CCOC(=O)c1c(N)sc(C(=O)OC)c1C was read as MsrA inhibitor 0.5, Tb MetRS inh -0.1, NRP1-CendR mod -8, PABP1 MLLE inh 22, bovine MsrA act -2, FAS-TE inh 5, eLon inh -1, SKN-1 inh 1 and MT1-MMP act inh -1.
For COc1cccc(Nc2c3c(nc4c(-c5ccccc5)c(C)nn24)CCC3)c1 the results were MsrA inhibitor -0.5, Tb MetRS inh -0.3, NRP1-CendR mod -12, PABP1 MLLE inh -6, bovine MsrA act -3, FAS-TE inh 28, eLon inh -2, SKN-1 inh 13 and MT1-MMP act inh 4.
`COC(=O)Nc1ccc(S(=O)(=O)N2CCCCC2C(=O)NCc2ccco2)cc1` (stereo not given) gave MsrA inhibitor -0.4, Tb MetRS inh -0.5, NRP1-CendR mod -7, PABP1 MLLE inh -11, bovine MsrA act -3, FAS-TE inh -6, eLon inh -10, SKN-1 inh -15 and MT1-MMP act inh 0.
CCN(CC)C(=O)CSc1nc2ccccc2n1CC(=O)N1CCN(c2ccccc2OC)CC1 was read as MsrA inhibitor -0.6, Tb MetRS inh 0.0, NRP1-CendR mod 2, PABP1 MLLE inh -19, bovine MsrA act -2, FAS-TE inh -3, eLon inh -8, SKN-1 inh -5 and MT1-MMP act inh 5.
For COc1ccc(C(=O)N2CCCC(c3nc(-c4cccs4)no3)C2)cc1OC (stereo not given) the results were MsrA inhibitor -0.2, Tb MetRS inh -0.5, NRP1-CendR mod 4, PABP1 MLLE inh -2, bovine MsrA act -6, FAS-TE inh -21, eLon inh 2, SKN-1 inh -16 and MT1-MMP act inh 1.
Screening O=C(c1ccco1)N1CCN(Cc2nc(-c3cccs3)no2)CC1 returned MsrA inhibitor -1.8, Tb MetRS inh -0.4, NRP1-CendR mod -11, PABP1 MLLE inh -7, bovine MsrA act -4, FAS-TE inh -3, eLon inh 8, SKN-1 inh 2 and MT1-MMP act inh -3.
`COc1ccc2nc(N3CCCC3)c(C#N)cc2c1` gave MsrA inhibitor 0.1, Tb MetRS inh -0.7, NRP1-CendR mod -9, PABP1 MLLE inh 31, bovine MsrA act -3, FAS-TE inh -4, eLon inh 0, SKN-1 inh -10 and MT1-MMP act inh -11.
`CC1CN(S(=O)(=O)c2cccc(-c3cn4ccccc4n3)c2)CC(C)O1` (stereo not given) gave MsrA inhibitor -0.2, Tb MetRS inh -0.4, NRP1-CendR mod -17, PABP1 MLLE inh -6, bovine MsrA act -2, FAS-TE inh -1, eLon inh 4, SKN-1 inh 16 and MT1-MMP act inh -16.
COc1ccc(NC(=O)C2(C)Cc3c(-c4cccc(C(N)=O)c4)ccnc3O2)cc1OC (stereo not given) was read as MsrA inhibitor -0.4, Tb MetRS inh -0.2, NRP1-CendR mod -3, PABP1 MLLE inh 12, bovine MsrA act -1, FAS-TE inh -6, eLon inh 0, SKN-1 inh -5 and MT1-MMP act inh 4.
`Cc1ccc(OCc2cc(C(=O)N3CCN(C)C[C@@H]3c3ccccc3)no2)cc1C` gave MsrA inhibitor -0.2, Tb MetRS inh -0.4, NRP1-CendR mod 4, PABP1 MLLE inh 2, bovine MsrA act -4, FAS-TE inh 15, eLon inh 4, SKN-1 inh 22 and MT1-MMP act inh -3.
`O=C(NCCN1CCOCC1)c1c(F)c(F)c(F)c(F)c1F` gave MsrA inhibitor -1.7, Tb MetRS inh -0.5, NRP1-CendR mod 11, PABP1 MLLE inh 3, bovine MsrA act -2, FAS-TE inh -5, eLon inh 6, SKN-1 inh -1 and MT1-MMP act inh 1.
O=C(N/C(=C\c1ccco1)C(=O)N1CCCC1CO)c1ccccc1 (stereo not given) was read as MsrA inhibitor 0.7, Tb MetRS inh 0.2, NRP1-CendR mod 5, PABP1 MLLE inh 34*, bovine MsrA act 1, FAS-TE inh -7, eLon inh 20, SKN-1 inh 15 and MT1-MMP act inh -8.
Screening Cc1cc(NC(=S)Nc2cccnc2)ccc1Br returned MsrA inhibitor -0.2, Tb MetRS inh -0.7, NRP1-CendR mod -4, PABP1 MLLE inh 34, bovine MsrA act -6, FAS-TE inh 1, eLon inh 2, SKN-1 inh -13 and MT1-MMP act inh 4.
CCOc1ccc2c(c1)OC(c1ccc(C)cc1)(C(F)(F)F)NC2=O (stereo not given) was read as MsrA inhibitor -0.3, Tb MetRS inh 0.4, NRP1-CendR mod 15, PABP1 MLLE inh 4, bovine MsrA act -3, FAS-TE inh 11, eLon inh -4, SKN-1 inh -3 and MT1-MMP act inh 6.
`COc1ccc(NC(=O)c2ccc(NC(=O)c3nc4nccc(C)n4n3)cc2)cc1` gave MsrA inhibitor 1.5, Tb MetRS inh -0.3, NRP1-CendR mod -4, PABP1 MLLE inh -13, bovine MsrA act -2, FAS-TE inh -4, eLon inh -3, SKN-1 inh -10 and MT1-MMP act inh 1.
Screening C=CCN1C(=O)c2ccc(C(=O)NCC(c3ccccc3)N(C)C)cc2C1=O (stereo not given) returned MsrA inhibitor -0.6, Tb MetRS inh -0.5, NRP1-CendR mod 17, PABP1 MLLE inh -1, bovine MsrA act -4, FAS-TE inh -2, eLon inh -9, SKN-1 inh -8 and MT1-MMP act inh 1.
For O=C(NCc1ccccc1)[C@H]1C[C@@H]1[C@H](NP(=O)(c1ccccc1)c1ccccc1)c1ccccc1 the results were MsrA inhibitor 0.4, Tb MetRS inh -0.5, NRP1-CendR mod 3, PABP1 MLLE inh 16, bovine MsrA act -3, FAS-TE inh 8, eLon inh 12, SKN-1 inh 9 and MT1-MMP act inh 4.
Screening Cc1ccc(S(=O)(=O)NCC(=O)NNC(=O)c2ccc(Br)cc2)cc1C returned MsrA inhibitor 0.2, Tb MetRS inh 0.4, NRP1-CendR mod 7, PABP1 MLLE inh 11, bovine MsrA act -1, FAS-TE inh 0, eLon inh 1, SKN-1 inh 7 and MT1-MMP act inh -3.
For O=C(NNC(=O)C1CC1c1ccccc1)c1cccc([N+](=O)[O-])c1 (stereo not given) the results were MsrA inhibitor 0.4, Tb MetRS inh -1.8, NRP1-CendR mod 12, PABP1 MLLE inh 3, bovine MsrA act -9, FAS-TE inh 12, eLon inh -14, SKN-1 inh -12 and MT1-MMP act inh 5.
`Cc1cccc(C)c1NC(=O)NN=C1CCCCC1` gave MsrA inhibitor -1.1, Tb MetRS inh -0.1, NRP1-CendR mod -4, PABP1 MLLE inh 8, bovine MsrA act -1, FAS-TE inh -2, eLon inh 1, SKN-1 inh 27 and MT1-MMP act inh 4.
`COc1ccccc1C1/C(=C(/O)c2ccc(C)cc2)C(=O)C(=O)N1CC(C)O` (stereo not given) gave MsrA inhibitor 1.6, Tb MetRS inh 0.1, NRP1-CendR mod 2, PABP1 MLLE inh -15, bovine MsrA act -2, FAS-TE inh 1, eLon inh 2, SKN-1 inh -1 and MT1-MMP act inh 1.
`CCOC(=O)/C=C/[C@H]1CCc2cccc(C)c2O1` gave MsrA inhibitor 0.4, Tb MetRS inh -0.2, NRP1-CendR mod 17, PABP1 MLLE inh 4, bovine MsrA act -1, FAS-TE inh 9, eLon inh -3, SKN-1 inh 17 and MT1-MMP act inh 1.
`O=C(NC1CCS(=O)(=O)C1)C1C2CC3CC(C2)CC1C3` (stereo not given) gave MsrA inhibitor 2.3, Tb MetRS inh -0.5, NRP1-CendR mod 11, PABP1 MLLE inh 1, bovine MsrA act -3, FAS-TE inh -5, eLon inh -2, SKN-1 inh -1 and MT1-MMP act inh 5.
`COC(=O)c1cc(S(=O)(=O)NCC2CCN(Cc3ccc(F)cc3)CC2)cn1C` gave MsrA inhibitor 0.0, Tb MetRS inh 0.2, NRP1-CendR mod 14, PABP1 MLLE inh 2, bovine MsrA act -2, FAS-TE inh -5, eLon inh 3, SKN-1 inh 8 and MT1-MMP act inh -1.
`Cc1ccc(C)c(NC(=O)CN(C)C(=O)c2ccccc2Cc2ccccc2)c1` gave MsrA inhibitor -0.9, Tb MetRS inh -0.5, NRP1-CendR mod 0, PABP1 MLLE inh -1, bovine MsrA act -1, FAS-TE inh 1, eLon inh 0, SKN-1 inh 2 and MT1-MMP act inh 0.
`O=C(COC(=O)c1cccc(Br)c1)Nc1ccc2[nH]c(=O)[nH]c2c1` gave MsrA inhibitor 1.5, Tb MetRS inh -0.3, NRP1-CendR mod -11, PABP1 MLLE inh -1, bovine MsrA act -2, FAS-TE inh -5, eLon inh -1, SKN-1 inh 9 and MT1-MMP act inh 0.
`COc1ccc(NC(=O)c2cccc(S(=O)(=O)N3CCN(C)CC3)c2)c(OC)c1` gave MsrA inhibitor 0.4, Tb MetRS inh 0.7, NRP1-CendR mod 1, PABP1 MLLE inh -8, bovine MsrA act -4, FAS-TE inh 1, eLon inh 5, SKN-1 inh 4 and MT1-MMP act inh 4.
O=C1CSc2ccccc2N1 was read as MsrA inhibitor -0.4, Tb MetRS inh 0.0, NRP1-CendR mod -10, PABP1 MLLE inh 12, bovine MsrA act -1, FAS-TE inh -9, eLon inh -8, SKN-1 inh 2 and MT1-MMP act inh -1.
`Cc1ccccc1C(=O)NC(=S)NCC1CCCO1` (stereo not given) gave MsrA inhibitor 0.9, Tb MetRS inh -0.4, NRP1-CendR mod 1, PABP1 MLLE inh 24, bovine MsrA act -3, FAS-TE inh -3, eLon inh 3, SKN-1 inh -24 and MT1-MMP act inh 1.

Source: PubChem (several laboratories)
